# Assay outcomes as filed in PubChem BioAssay.
# LmPK inh: inhibitors of Leishmania mexicana pyruvate kinase | 0.37% of 290,000 active | AID 1721 | Potency, µM (top dose mostly 57.5 µM), inactives show top-dose activity change, negative = inhibition, hits mostly inhibitors | purified LmPK, Kinase-Glo ATP luminescence, 1 h
# Target sequence (Q27686 whole entry, looked up): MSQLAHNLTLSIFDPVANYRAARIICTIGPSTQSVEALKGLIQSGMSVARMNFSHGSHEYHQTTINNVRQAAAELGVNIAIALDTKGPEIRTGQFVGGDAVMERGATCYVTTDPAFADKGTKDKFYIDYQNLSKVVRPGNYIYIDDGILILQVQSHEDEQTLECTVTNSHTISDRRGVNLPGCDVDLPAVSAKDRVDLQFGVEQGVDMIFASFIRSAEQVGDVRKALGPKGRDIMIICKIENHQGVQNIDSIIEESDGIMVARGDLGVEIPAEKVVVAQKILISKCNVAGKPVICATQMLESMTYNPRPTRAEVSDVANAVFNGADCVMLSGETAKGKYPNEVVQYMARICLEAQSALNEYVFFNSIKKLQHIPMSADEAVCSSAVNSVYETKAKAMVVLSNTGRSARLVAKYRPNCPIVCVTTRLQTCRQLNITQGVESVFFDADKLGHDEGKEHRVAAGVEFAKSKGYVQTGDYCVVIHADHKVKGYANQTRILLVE
#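 Purified LmPK (0.1 nM) with 0.5 mM PEP and 0.1 mM ADP in imidazole buffer pH 7.2 with MgCl2/KCl, 1 h at room temperature. ATP formed was read by luciferase luminescence and normalized to no-enzyme and uninhibited controls.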
# Pf growth 48h: inhibits P. falciparum growth in the first generation, 48 h; 5.9% of 310,000 active; P. falciparum luciferase growth in erythrocytes, 48 h; Potency, µM (doses to about 28.7 µM), for inactives: at the highest dose activity change, negative = inhibition, most hits filed as inhibitors
#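 First compound was added to culture medium, then infected red cells at 0.1% parasitemia and 2% hematocrit (final). After incubation at 37 C under 5% CO2, luciferase detection reagent was dispensed and light output recorded.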
# Pf growth 96h: inhibits malaria parasite growth, 96 h. P. falciparum luciferase reporter growth, 96 h. Potency, µM (doses to about 28.7 µM), without a hit: top-dose activity change, negative = inhibition, usual class: inhibitors. 6.9% of 320,000 active. AID 504834
#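 Two-generation exposure (96 h) targets delayed-death phenotype. Reporter parasites carrying integrated firefly luciferase, in red cells at 2% hematocrit and 0.05% parasitemia final, kept at 37 C, 5% CO2; luminescence loss indicates inhibition.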
# TbPYK inhibitor: T. brucei pyruvate kinase inhibition | TbPYK enzyme, Kinase-Glo Plus ATP luminescence, 45 min | Potency, µM (doses to about 76.8 µM), for inactives: at the top dose activity, negative = inhibition, most hits filed as inhibitors | 0.12% of 410,000 active; note: nearly all actives have a fitted effect of over 50% in size
#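 T. brucei PYK with substrate was exposed to pin-transferred compounds across a concentration series, then started with 130 uM ADP (final). After 45 min at room temperature, Kinase-Glo Plus luminescence was read, normalized and curve-fitted.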
# HCV inhibitor: inhibitors of hepatitis C virus infection; 3.4% of 340,000 active; Huh7.5.1 HCVcc-Cre infection, luciferase reporter, 44 h; Potency, µM (top dose mostly 41.8 µM), inactives show at the top dose activity change, negative = inhibition, usual class: inhibitors
#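 Cells (1,000/well) were plated 4 h before compound, then infected with HCVcc-Cre virus (~0.5 moi). After 44 h further culture, infection was read as luciferase luminescence following a 15 min substrate incubation at room temperature.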
# Sm TGR block: S. mansoni TGR enzyme inhibition | Q962Y6 | purified TGR, DTNB reduction, TNB absorbance 405 nm | Potency, µM (highest dose often 114 µM), inactives show at the top dose activity change, negative = inhibition, usual class: inhibitors | 3% of 360,000 active | AID 485364; note: nearly all actives have a fitted effect of over 60% in size
#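 TGR 20 nM + NADPH 100 uM (dispensed conc.), cpd preinc 15 min RT; start with NADPH (500 uM addition) then DTNB (15 mM addition). Kinetic TNB absorbance, 405 nm filter. Four-parameter Hill fit across titration.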
# * hit, by the source's call; i = inactive; ? = inconclusive; · = no result given; & = joins results of further samples; [ ] = another dose, or the depositor's remark. Calls come from the whole dose curve; as a rule, active = well fitted curve in the direction sought with a large enough effect; inconclusive = small, poorly fitted or top-dose-only effect, or another doubt; inactive = no such curve, though single readings can be large; an effect the other way counts as inactive or inconclusive. % is set by controls: 0 for no effect and ±100 for the full control effect; potency is the fitted concentration of half-maximal effect.
SMILES,LmPK inh,Pf growth 48h,Pf growth 96h,TbPYK inhibitor,HCV inhibitor,Sm TGR block
Cc1onc(-c2c(Cl)cccc2Cl)c1/C(N)=N/OC(=O)N(C)C,-1.8%,?,?,2.0%,19.9%,8.5%
COCCNS(=O)(=O)c1cc(Br)ccc1OC,1.9%,·,0.0%,0.8%,18.6%,-25.1%
COc1ccc2[nH]c(=O)c(CN(C(=O)c3cccnc3)c3ccc(C)c(C)c3)cc2c1,3.2%,?,?,-3.0%,?,-13.7%
COc1ccc(/C=N/NC(=O)CNC(=O)/C=C/c2ccco2)cc1OC,0.2%,-2.2%,375.0%[activator],-17.8%,0.2%,25.1µM*
CC1CN(C(C)C(=O)NC(c2ccccc2)c2ccccc2)CC(C)O1 (stereo not given),0.6%,1.0%,3.6%,0.9%,15.9%,-15.4%
COc1cc(NC(=O)c2ccc(NC3=NC4CS(=O)(=O)CC4S3)cc2)cc(OC)c1 (stereo not given),0.4%,21.6%,7.0%,-3.1%,-10.4%,-27.5%
CCOCC(=O)Nc1ccc(S(=O)(=O)NCC2CCCO2)cc1 (stereo not given),3.9%,0.0%,105.1%[activator],-1.8%,-1.3%,-30.0%
Cc1ccc(NC2=C(Cl)C(=O)OC2OC(C)C)c(C)c1 (stereo not given),3.2%,?,17.1%,6.3%,27.2%,-14.0%
O=[N+]([O-])c1ccc(CSc2ccc(-c3ccccn3)nn2)cc1,3.4%,3.4%,-98.4%,-1.2%,-21.6%,7.6%
CCCCNC(=O)c1ccc(CS(=O)(=O)c2ccc(C)cc2)o1,2.4%,21.8%,36.2%[activator],-16.9%,8.4%,44.7µM*
CCC(C)NC(=O)COC(=O)c1ccc(Cl)cc1O (stereo not given),0.4%,-25.6%,16.6%,5.8%,-0.3%,13.7%
COc1ccc(C2C3=C(Nc4ncnn42)c2ccccc2CC3)cc1OC (stereo not given),-0.2%,?,?,·,·,-34.1%
COc1cccc(NC(=O)COC(=O)Cc2ccc(Br)cc2)c1,9.5%,14.8%,1.0%,-2.2%,0.7%,2.1%
Cc1nc(CCNC(=O)Cc2ccccc2)cs1,-0.4%,32.9%[activator],41.0%[activator],-2.9%,9.8%,-0.2%
CC(C)(C)NC(=O)C(=O)NN=C1CCCCCC1,-1.0%,-4.6%,?,0.5%,33.7%[activator],·
O=C(c1ccc(Cl)cc1)N1N=CCC1(O)c1ccc(Cl)cc1 (stereo not given),0.7%,12.7%,0.0%,3.8%,-12.1%,?
C1CC(CN2CCOCC2)CN(c2nc3nonc3nc2N2CCSCC2)C1 (stereo not given),-4.0%,2.0%,?,-1.3%,-0.3%,?
N#Cc1ccc(N2C(=O)[C@@H]3C(C(=O)c4cnccn4)=NN[C@@H]3C2=O)cc1,3.0%,2.9%,29.8%,-4.3%,-12.4%,8.91µM*
Cc1[nH]nc2c1C(c1cc(Br)cs1)C(C#N)=C(N)O2 (stereo not given),6.9%,-10.0%,?,33.4%[activator],?,1.7%
O=C(Nc1ncccc1O)c1cc2ccccc2o1,·,?,-100.3%,-18.6%,1.6%,-24.4%
CCS(=O)(=O)N1CCC(C(=O)N2CCOCC2)CC1,7.4%,-4.9%,?,-1.6%,1.3%,5.8%
Cc1cccc(NC(=O)Cn2cc(C(=O)c3ccco3)c3ccccc32)c1,1.0%,4.4%,191.2%[activator],-6.6%&-2.2%,?,1.3%&-9.8%
Cc1nnc(SCC(=O)c2ccc(Cl)cc2)s1,-8.8%,164.8%[activator],0.0%,-8.2%,7.3%,5.5%
Cc1ccc(N2C(=O)C(Cl)=C(N3CCCCCC3)C2=O)c(C)c1,-3.9%,1.6%[0.00184 µM],-23.2%,0.0%,-21.1%,16.7%
O=C(N=Nc1c(O)[nH]c2ccccc12)c1cccs1,15.8µM*,i,-23.9%,0.3%,-4.2%,-1.9%
SMILES,LmPK inh,Pf growth 48h,Pf growth 96h,TbPYK inhibitor,HCV inhibitor,Sm TGR block
NS(=O)(=O)c1ccc(NC(=O)COC(=O)CCc2nc3ccccc3c(=O)[nH]2)cc1,·,?,30.7%[activator],0.0%,2.3%,5.1%
COc1ccc(/C(O)=C2/C(=O)C(=O)N(CCCN3CCOCC3)C2c2ccc(C(C)C)cc2)cc1 (stereo not given),-0.3%,-1.2%,?,2.2%,10.2%,-16.0%
COC(=O)Nc1ccc(S(=O)(=O)N2CCCc3cccc(O)c32)cc1,4.7%,-3.8%,0.5%,0.9%,11.2µM*,-17.7%
Cc1cc(NC(=O)CCCn2nc([N+](=O)[O-])c(Br)c2C)no1,-2.0%,-6.3%,-23.9%,3.3%,12.0%,-1.2%
COCCN(C(=O)C(F)(F)F)C(C(=O)NC1CCCCC1)c1ccco1 (stereo not given),4.0%,-12.8%,11.7µM*,0.9%,15.5%,-22.1%
c1ccc(-c2csc(N3CCCCCC3)n2)cc1,-0.6%,46.1%[activator],-0.3%,-13.6%,11.1%,-1.8%
COCCNC(=O)c1cn(C(C)c2ccccc2F)nn1 (stereo not given),-0.1%,20.3%,7.9%,0.6%,22.7%,8.7%
CC(=O)COC(=O)C1CCN(S(=O)(=O)c2cc([N+](=O)[O-])ccc2Cl)CC1,-0.6%,-15.0%,-12.3%,5.2%,5.9%,7.94µM*
N#Cc1c(N)nc2c(c1N)CC(=O)N2c1ccc(Cl)cc1,-1.5%,56.7%[activator],·,-8.4%,26.6%,-4.6%
Cc1cc(N2CCN(C3CCCC3)CC2)n2ncc(-c3ccccc3)c2n1,1.9%,17.9%,·,·,·,0.0%
COc1ccc(-c2[nH]ncc2CN2CCN(Cc3cccs3)CC2)c(F)c1,0.8%,1.6%,1.1%,-3.3%,?,-9.6%
COc1ccc(/C=N/NC(=O)CCn2c3ccccc3c3ccccc32)cc1O,3.2%,?,?,-0.7%,6.31µM*,-3.7%
CN(C)c1ccc(C(=S)N2CCN(C(=S)Nc3ccccc3)CC2)cc1,-1.4%,17.8%,30.2%,6.1%,8.5%,-0.6%[57.1 µM]
Cc1ccc(NC(=O)C2CC(=O)N(C(C)C)C2)cc1C (stereo not given),-0.1%,-16.1%,0.0%,-0.1%,10.0%,-12.8%
COc1cccc(CNC(=O)COC(=O)CCc2cc(OC)c(OC)c(OC)c2)c1,·,-21.8%,-25.3%,3.2%,13.7%,-9.6%
CCOCCCNC(=O)C1CCCN(S(=O)(=O)c2cccc3nsnc23)C1 (stereo not given),12.7%,-9.1%,8.28µM*,-8.2%,8.5%,0.0%
Cc1csc(CN(C)C(=O)CC2C(=O)NCCN2CC(C)(C)C)n1 (stereo not given),-0.9%,19.0%,-14.4%,-15.1%,20.0%,?
Cc1csc(CNC(=O)c2cc(COc3c(C)cccc3C)on2)n1,2.9%,-1.7%,-42.4%,2.7%,0.0%,-3.8%
Cc1cc(C(=O)CSc2nnnn2C)c(C)n1Cc1ccco1,1.8%,85.9%[activator],88.2%[activator],2.6%,-17.0%,?
CC1=NN(S(=O)(=O)c2ccc(Cl)cc2Cl)C(=O)c2ccccc2O1,2.8%,-11.8%,-11.2%,-4.0%,16.9%,-13.6%
COC(=O)c1ccc(C(=O)Nc2nc3cc(N)c(C)cc3s2)cc1,6.8%,-7.7%,20.0%,1.0%,-5.9%,-0.2%
O=C(c1cccc(C(F)(F)F)c1)N1CCC(O)(CS(=O)(=O)Cc2ccccc2Cl)CC1,3.5%,?,0.0%,3.6%,-15.7%,-0.7%
CC(C)CCN1CN(S(=O)(=O)c2cccs2)c2nc3ccccc3nc21,6.2%,-9.3%,·,1.6%,10.8%,-14.3%
COc1ccc(S(=O)(=O)N2CCOC2CNC(=O)C(=O)NCCc2ccccc2OC)cc1 (stereo not given),-8.1%,?,22.6%,5.2%,?,5.1%
CC1=CC(C)(C)N(C(=O)CSc2nnc(C)s2)c2ccc(C)cc21,-0.2%,-14.6%,?,0.0%,?,-11.4%
SMILES,LmPK inh,Pf growth 48h,Pf growth 96h,TbPYK inhibitor,HCV inhibitor,Sm TGR block
COCC(=O)N(Cc1cc2cc(C)ccc2[nH]c1=O)c1ccccc1,-0.2%,46.1%[activator],?,0.0%,0.6%,8.4%
CCOC(=O)c1c(NC(=O)C2COc3ccccc3O2)sc(C)c1C (stereo not given),3.7%,5.86µM*,7.0%,-6.5%,8.3%,2.2%
CC1CCCCC1NC(=O)C1CCN(S(=O)(=O)c2ccc(-n3cnnn3)cc2)CC1 (stereo not given),0.8%,·,?,-5.2%,-11.7%,-10.1%
C=C(C)c1cccc(C(C)(C)NC(=O)N2CCCC2)c1,-0.6%,-11.6%,13.1µM*,-12.2%,10.0%,4.2%
Cc1ccc(OCC(=O)Nc2cc(S(=O)(=O)N3CCCCC3)ccc2N2CCN(C)CC2)c(C)c1,·,2.33µM*,1.47µM*,-0.3%,?,-9.4%
Cc1cc(Br)cc(Br)c1OCC(=O)NNC(=O)CCC(=O)NCc1ccccc1,-3.9%,22.9%,-2.5%,3.5%,17.4%,2.8%
Cc1ccc(NC(=O)CN2C(=O)S/C(=C\c3cc(C)n(C)c3C)C2=O)cc1,-1.4%,1.7%,-17.5%,-15.4%,-26.2%,-5.3%
O=C(O)c1nn2c(C(F)(F)F)cc(-c3cccs3)nc2c1Cl,-14.4%,-4.2%,-1.8%,-5.1%,-1.4%,?
O=C(O)c1ccc(/C=N/NC(=S)NCCN2CCOCC2)cc1,1.4%,31.8%[activator],?,2.6%,-24.3%,5.3%
Cc1ccc(S(=O)(=O)Nc2ccc(N3CCOCC3)nc2)cc1,4.4%,-3.9%,38.3%[activator],-0.4%,2.2%,13.4%
Nc1cccc2c1C(=O)N(CCOc1ccc(F)cc1)C2=O,-4.0%,10.7%,56.4%[activator],-0.5%,23.0%,-6.7%
O=c1[nH]c2ccc(NC(=S)NCCc3ccccc3)cc2[nH]1,-1.8%,-27.9%,?,1.3%,26.2%,?
COc1ccc(CCNC(=O)C(=O)NCCCN2CCOCC2)cc1,1.4%,33.1%,-6.1%,0.0%,33.8%[activator],16.5%
COc1ccc(-n2c(=O)c3c(C)c(C)sc3n(Cc3ccc(F)cc3)c2=O)c(OC)c1,0.0%,?,?,-1.4%&0.7%,19.7%,28.8%&-0.9%
Cc1ccccc1NC(=S)N1CCN(c2ccccc2Cl)CC1,4.2%,343.2%[activator],17.6%,-1.0%,?,12.9%
COc1ccc(S(=O)(=O)NCC2CCCN(C(=O)CSC)C2)cc1 (stereo not given),-8.7%,-1.4%,?,0.4%,0.5%,-9.7%
